# Assay outcomes from PubChem.
# aSyn 5UTR inh: MLPCN primary screen, SNCA 5' untranslated region; inhibition, % (tested at 7.5 µM); 300,000 compounds, 0.82% hits; AID 1813, 2009; alpha-synuclein 5'UTR reporter, inhibitor activity; in the data active = inhibition above about 60%; inconclusive = no clear call, values can overlap the other calls;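 also: H4 neuroglioblastoma cells stably carrying SNCA 5'UTR luciferase fusion; 0% = DMSO wells and 100% = positive control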
# HSF-1 act: HSF-1 activators, primary screen, NIH3T3-HGL cells, MG132 stress, luminescence, single point | NIH3T3-HGL HSF-1 luciferase reporter, 8 h; 100% = twice DMSO control signal | activation, % at 9 µM | 300,000 compounds, 1.7% hits;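 active = mean replicate activation of at least 50% with a set share of replicates each reaching 50%; inconclusive = only one of those two conditions met; inactive = mean below 50% and too few replicates reaching it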;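 also: 0% = median of the neutral control wells and 100% = twice that signal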
# IEC-6 tox: cytotoxicity in IEC-6 intestinal epithelial cells, primary screen, cytotoxicity control for KLF5 inhibitor project, cell-based, luminescence; IEC-6 cytotoxicity, luminescence viability; 290,000 compounds, 0.78% hits; inhibition, % at 5 µM; AID 1825, 2009; in the data active = inhibition above about 22%;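 also: 0% = plate median of test compound wells and 100% = cytotoxic reference compound wells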
# HSF1 inhib: HSF1 inhibitors in luciferase reporter cells, primary screen, cell-based, NIH3T3, luminescence; NIH3T3-HGL HSE-luciferase, MG132-induced, luminescence 8 h; stronger effect = lower value; activity change, negative = inhibition, % at 7.5 µM (by protocol); 300,000 compounds, 0.77% hits;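 active = more than half of replicate wells show activity change below -50%, luminescence cut by over half; inconclusive = some wells, but at most half, below -50%; inactive = no replicate well below -50%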;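 also: luciferase reports HSF-1 transcriptional activity via heat shock element; 0% = median of DMSO wells and -100% = zero luminescence signal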
# GSK3A inh: blockers of GSK3A enzyme activity – biochemical, luminescence, cell-free homogeneous, HTS, primary screen. 320,000 compounds, 0.1% hits. inhibition, % at 10 µM. GSK-3 alpha kinase, ADP-Glo luminescence, 60 min;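 in the data active = inhibition above about 50%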;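 also: GST-tagged GSK-3 alpha with peptide substrate and 25 µM ATP; 0% = DMSO neutral wells and 100% = GW8510 positive control wells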
# Target sequence (P49840 whole entry, looked up): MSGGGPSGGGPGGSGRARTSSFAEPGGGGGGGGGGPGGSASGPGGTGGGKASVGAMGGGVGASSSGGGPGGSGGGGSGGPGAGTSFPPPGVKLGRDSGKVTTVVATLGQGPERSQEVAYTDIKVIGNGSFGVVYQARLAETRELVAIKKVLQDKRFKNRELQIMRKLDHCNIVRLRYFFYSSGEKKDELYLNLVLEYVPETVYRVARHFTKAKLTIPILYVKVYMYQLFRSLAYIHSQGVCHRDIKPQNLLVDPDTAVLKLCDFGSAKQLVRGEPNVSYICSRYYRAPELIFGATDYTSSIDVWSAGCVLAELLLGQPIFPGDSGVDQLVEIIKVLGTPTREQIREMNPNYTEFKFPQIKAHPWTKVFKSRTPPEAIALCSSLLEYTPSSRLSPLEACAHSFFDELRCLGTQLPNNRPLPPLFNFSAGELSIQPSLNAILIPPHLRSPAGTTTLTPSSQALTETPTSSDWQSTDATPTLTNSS
# Platelet DG rel: inhibitors of platelet dense granule secretion, primary screen, cell-based, MLPCN, human platelets. human platelet-rich plasma, SFLLRN dense granule ATP release, luminescence. inhibition, %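 (compounds screened at 7.5 µM in platelet-rich plasma)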. 300,000 compounds, 0.22% hits. AID 1663, 2009;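 active = mean replicate score, as percent of positive control, at or above 50; inconclusive = mean below 50 but at least one replicate at or above 50; inactive = mean and every replicate below 50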
# KLF5 inh: KLF5 expression inhibitors, primary screen, DLD-1 cells, luminescence. DLD-1 KLF5 promoter-luciferase reporter. inhibition, % at 5 µM. 290,000 compounds, 0.23% hits;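 active = inhibition above a per-plate limit of that plate's mean compound inhibition plus 3 SD, cut at about 60% in these data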;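 also: 0% = DMSO wells and 100% = LY294002 at 200 µM; higher means less KLF5 promoter-driven luciferase light; inactives centre near -14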
# GSK3B inh: human GSK3beta kinase inhibitors, primary screen, biochemical, cell-free homogeneous, HTS. GST-GSK3beta kinase, ADP-Glo luminescence, 60 min; stronger effect = lower value. activity score (negative = inhibition), % at 10 µM. 300,000 compounds, 0.038% hits. AID 2097, 2009;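 active = more than half of replicate wells score below -50%, meaning over 50% inhibition versus plate controls; inconclusive = some replicates but at most half score below -50%; inactive = no replicate scores below -50%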;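 also: 0% = median DMSO wells and -100% = median GW8510 positive control wells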
# Target sequence (P49841 whole entry, looked up): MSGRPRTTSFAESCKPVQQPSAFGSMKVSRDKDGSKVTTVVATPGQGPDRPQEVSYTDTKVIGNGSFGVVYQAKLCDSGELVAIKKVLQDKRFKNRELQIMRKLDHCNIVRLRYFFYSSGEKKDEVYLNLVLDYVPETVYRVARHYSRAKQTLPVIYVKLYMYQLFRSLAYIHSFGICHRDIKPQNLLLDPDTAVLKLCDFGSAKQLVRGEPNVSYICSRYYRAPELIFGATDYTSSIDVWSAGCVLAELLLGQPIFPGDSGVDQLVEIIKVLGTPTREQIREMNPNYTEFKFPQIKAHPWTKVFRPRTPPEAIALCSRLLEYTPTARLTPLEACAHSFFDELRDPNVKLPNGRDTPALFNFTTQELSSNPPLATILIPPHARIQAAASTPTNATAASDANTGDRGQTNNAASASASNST
#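 Test system: GST-tagged human GSK3beta kinase, cell-free; evaluation: activity score scaled between in-plate DMSO and GW8510 controls; measured by: ADP-Glo luminescence; incubation: 60 min reaction, RT; benchmarks: DMSO and 20 µM GW8510; reagent: peptide substrate plus 25 µM ATP (final); medium: Tris/MgCl2 kinase buffer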
# HSP90 inh: HSP90 inhibitors, primary screen, cell lysate, luminescence; Heat shock protein HSP 90 (rabbit reticulocyte lysate; luciferase refolding); Rabbit reticulocyte lysate, luciferase refolding luminescence, 3 h; inhibition, % at 5.6 µM; 290,000 compounds, 0.91% hits; AID 1789, 2009;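 active = inhibition above the screen-wide mean plus 3 SD, computed separately per campaign, cut at about 16% in these data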;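 also: 0% = DMSO wells and 100% = 60 µM geldanamycin wells; inhibitors lower the luminescence because luciferase stays unfolded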
# DYRK1A inh: rat Dyrk1A kinase inhibitors, primary screen, biochemical, single point, plate reader | inhibition, % at 12.5 µM | 310,000 compounds, 0.43% hits | Dual specificity tyrosine-phosphorylation-regulated kinase 1A (Rattus norvegicus), Q63470 | ADP-Glo luminescence, NFATc1 peptide; in the data active = inhibition above about 50%;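 also: plate controls were vehicle with enzyme for no effect and no enzyme for full effect; many of its hits are not listed in these tables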
# * marks the source's active call; other numbers are inactive results; u = inconclusive; x = not tested or not shown. Only part of the results is shown; count on the stated rates, not on these rows.
SMILES,aSyn 5UTR inh,HSF-1 act,IEC-6 tox,HSF1 inhib,GSK3A inh,Platelet DG rel,KLF5 inh,GSK3B inh,HSP90 inh,DYRK1A inh
Cc1cc(C)nc(-n2nc(C)cc2NC(=O)c2cccc(S(=O)(=O)N(C)C)c2)n1,-2,-1,x,-6,0,-7,x,-1,x,x
CCOC(=O)C1=C(N)N(c2cc(S(=O)(=O)N3CCOCC3)ccc2Cl)C(=O)C1,2,18,-2,4,-2,2,1,0,-3,0
COc1ccc(S(=O)(=O)N2CCCCC2)cc1NC(=O)c1cccnc1SC,18,6,2,1,0,6,-24,2,1,1
CCCc1cc2c(-c3ccccc3)cc(=O)oc2cc1OCc1ccc(C(=O)O)o1,-2,-18,0,-8,-4,0,-56,7,-3,-3
Cc1ccc(S(=O)(=O)NCC(=O)N(CC(=O)NCC2CCCO2)Cc2ccccc2)cc1 (stereo not drawn),-3,4,-1,3,-3,1,-7,1,3,4
CC(=O)c1sc(NC(=O)COc2ccccc2)nc1C,-109,46,1,29,2,7,-94,0,0,-1
CC(=O)c1cccc(NC(=O)c2cc(-c3cccs3)on2)c1,1,32,-8,9,-1,1,-2,0,1,12
CCOC(=O)c1cc(-c2ccccc2)nc2nc(N3CCCCC3)sc12,41,2,-5,-8,1,1,-11,3,2,-9
O=C(NCCCN1CCN(c2ccccc2F)CC1)C1CCC(=O)N1C1CCCC1 (stereo not drawn),11,5,-1,0,0,1,-5,0,-5,6
CN1CCN(C2=CC(=O)OC23CCCCC3)CC1,5,-4,-1,-9,0,-9,-48,-2,-5,-5
O=C(CCn1cnc2ccccc2c1=O)Nc1ccc(S(=O)(=O)N2CCCCC2)cc1,2,24,0,-2,1,-8,-15,2,-5,x
Cc1sc(NC(=O)CCCC(=O)O)c(C(N)=O)c1-c1ccccc1,u,-33,-2,-30,-3,1,-25,5,-1,8
CC1(C)Cc2c(c(=S)nc(-c3ccccc3)n2CCO)CO1,-1,4,11,2,-1,6,-8,0,2,-11
Cc1c(NC(=O)C(C)OC(=O)CC2CC3CCC2C3)c(=O)n(-c2ccccc2)n1C (stereo not drawn),10,27,1,5,0,8,-17,1,-2,6
CC(C)Oc1ccc(N2CC(C(=O)Nc3ccc4c(c3)OCO4)CC2=O)cc1 (stereo not drawn),6,13,0,-3,-1,3,-44,-1,-1,1

# Overlap with the part before: 2 entries, then new ones.
SMILES,aSyn 5UTR inh,HSF-1 act,IEC-6 tox,HSF1 inhib,GSK3A inh,Platelet DG rel,KLF5 inh,GSK3B inh,HSP90 inh,DYRK1A inh
Cc1c(NC(=O)C(C)OC(=O)CC2CC3CCC2C3)c(=O)n(-c2ccccc2)n1C (stereo not drawn),10,27,1,5,0,8,-17,1,-2,6
CC(C)Oc1ccc(N2CC(C(=O)Nc3ccc4c(c3)OCO4)CC2=O)cc1 (stereo not drawn),6,13,0,-3,-1,3,-44,-1,-1,1
CCCC(=O)Nc1ccccc1NC(=O)c1ccc(OCC)c(OCC)c1,-3,18,2,0,1,-2,-23,-1,-1,4
Cc1cc2ncn(CC3CC3(Cl)Cl)c2cc1C (stereo not drawn),0,4,0,18,-1,1,-43,3,-2,39
CCc1cccc2c1NC(=O)C21N2CCCC2C(C(=O)c2ccc3ccccc3c2)C12C(=O)Nc1ccccc12 (stereo not drawn),-97,23,0,16,-4,16,-7,-1,3,-2
Cc1ccc(C(=O)N/C(=C/C=C\c2ccccc2)C(=O)NCc2ccco2)cc1,-2,15,-7,11,-1,2,-7,1,-4,0
COc1ccc(CNC(=O)CS(=O)(=O)Cc2nc(-c3ccc(OC)cc3)oc2C)cc1,-9,-3,3,-2,-2,-2,-10,4,3,3
Cc1ccc(F)c(CNC(=O)C2CCC(=O)N(Cc3ccccn3)C2)c1F (stereo not drawn),-10,20,3,7,-2,6,-40,0,-1,4
COc1ccc(-c2ncnc(C(F)(F)F)c2-c2csc(C)n2)c(O)c1,-2,-43,-5,-30,-3,0,-30,1,0,x
CC(Sc1ccc2ccccc2c1)C(=O)NC(N)=O (stereo not drawn),10,10,4,-2,-3,0,-32,1,4,-1
CCOc1ccccc1C1CC(=O)Nc2cc(C)c(C)cc21 (stereo not drawn),34,-10,42*,-8,0,-4,11,-2,1,-4
CCOc1ccc(OCCCC(=O)N(C)CC(=O)Nc2ccc(N3CCOCC3)cc2)cc1,2,2,x,0,3,-2,x,-3,x,0
O=C(CCNC(=O)c1ccc([N+](=O)[O-])cc1)Nc1ccc(F)c(F)c1F,9,0,2,3,-1,-5,-11,-1,1,4
CCn1c(CS(=O)Cc2ccc(Cl)cc2Cl)nnc1SCc1c(Cl)cccc1Cl (stereo not drawn),39,22,1,2,-5,4,6,-2,2,5
Cc1ccccc1NC(=O)NCCCN1CCCC1,-8,16,0,-3,-2,2,0,1,-4,-7
COc1ccc(/C=N/Nc2ccccn2)cc1OC,-114,37,-2,11,7,20,-101,-3,-7,1
COc1ccc2cc(C(=O)N3CCCC(Nc4ccc(F)cc4)C3)n(C)c2c1 (stereo not drawn),3,14,3,-1,0,1,-12,2,3,-6
COc1ccc(-c2csc(NCc3ccco3)n2)cc1C,-195,1,1,1,-6,28,5,2,5,6
N#CCN(N=Nc1ccccc1)c1ccccc1,-23,20,-2,0,-1,-3,-55,-3,3,6
CC(Oc1ccc(Cl)cc1)c1ccnc(N)n1 (stereo not drawn),20,4,6,7,-1,1,-22,3,-2,1
CCOc1c(Br)cc(CNC2CCCCCCC2)cc1OC,-10,9,9,-2,0,-3,-28,-2,3,x
O=C(c1ccc(OC2CCN(Cc3ccccc3OC(F)F)CC2)cc1)N1CCCC1,-9,-1,3,2,2,-6,-27,-2,-2,6
O=C(Cn1ccc([N+](=O)[O-])n1)N1CCc2ccccc21,6,-15,2,0,-3,1,9,1,-1,-9
O=C(Nc1cc(F)ccc1F)C1CCN(S(=O)(=O)c2cccc3nonc23)CC1,16,-1,2,8,1,-4,5,x,0,-9
COCCn1c(N2CCCC2)nc2c1c(=O)[nH]c(=O)n2C,9,-2,12,-8,-2,3,7,4,2,11
CCn1cc(/C=N/N=C2\CCC3C4CCc5cc(O)ccc5C4CC[C@]23C)c(C)n1 (stereo partly drawn),-2,-18,8,-3,-3,4,-10,10,5,-4
COc1ccc(CC(C)N2CCN(c3ccccc3OC)CC2)cc1OC (stereo not drawn),-26,30,3,-6,0,-15,-5,0,-4,1
COc1cc(C)nc(N(C)S(=O)(=O)c2ccccc2Cl)n1,13,-4,4,-2,-1,7,6,-1,0,-1
Cc1ccc(S(=O)(=O)N2CCN(C3CC(=O)N(CCc4ccccc4)C3=O)CC2)cc1C (stereo not drawn),29,13,-2,2,-4,-3,-20,6,0,1
Cc1nn(Cc2c(Cl)cccc2Cl)c(C)c1N,-8,-3,1,-2,-3,-12,-16,1,-4,-3
CC(C)(C)c1nnc(NC(=O)c2cccnc2Cl)s1,15,-12,1,5,0,-1,-1,-1,-5,-1
Nc1nc(-c2ccc3c(c2)CCC(=O)N3)cs1,4,-12,-3,-11,4,20,1,-1,2,3
Cc1ccccc1C(=O)Nc1sc(C)c(C)c1C(=O)c1ccccc1,33,37,0,12,-2,-4,-10,3,0,1
Cc1ccc2c(c1)N(CC(=O)NCCCN1CCN(C)CC1)C(=O)CO2,21,1,2,2,-3,-2,-15,1,-2,6
Fc1ccccc1Cc1nnc2n1N=C(c1ccc(Cl)cc1)CS2,12,4,1,-2,-3,-5,-12,-1,-6,4
CCc1cc(=O)oc2cc(OCC(N)=O)c(Cl)cc12,8,6,-3,-7,10,2,2,-3,-4,26
CN(NC(=O)c1ccccc1Cl)c1ncc(C(F)(F)F)cc1Cl,16,-1,3,-7,-1,10,-20,0,0,x
CC(=O)c1c(O)cc(C)n(Cc2ccccc2)c1=O,-22,37,-4,5,-1,-3,-52,5,0,3
CCNS(=O)(=O)c1ccc2c(c1)n(C)c(=O)n2C,-17,-16,-4,-1,-2,-7,-30,0,-6,0
COCCNC(=S)N/N=C/c1ccc(OCc2ccc(C(=O)OC)cc2)cc1,-6,3,-3,2,-3,-7,-11,0,-1,1
COc1cc2c(cc1OC)/C(=C/c1ccc(Br)cc1)C(=O)OC2,-14,40,-4,40,7,9,-12,1,1,4
CS(=O)(=O)N1c2ccccc2[C@]2([C@@]34C[C@H]5C(=O)N[C@@H](Cc6ccccc6)C(=O)N5[C@@H]3N(S(C)(=O)=O)c3ccccc34)C[C@H]3C(=O)N[C@@H](Cc4ccccc4)C(=O)N3[C@H]12,-8,-3,x,3,-3,-1,x,2,x,x
COc1cccc(CNC(=O)C2CCN(C(=O)N(C)C)CC2)c1,33,-5,-5,-7,-3,0,-22,3,-1,2
Cc1ccc(C)c(CN2CCC(CNC(=O)Nc3ccc(Cl)cc3)CC2)c1,-6,4,3,-8,0,-4,3,-3,0,-6
O=C(Cc1cccs1)NCCSc1c(-c2ccc(Cl)cc2)[nH]c2ccccc12,-21,27,0,22,-1,-15,15,1,9,1
Fc1cccc(Cl)c1CSc1ccc(-c2cccnc2)nn1,-80,6,1,13,0,-23,-11,7,3,x
COc1ccc(N2CC(C(=O)NC3CCCCC3)CC2=O)cc1 (stereo not drawn),-1,-5,0,-9,0,10,-24,0,-3,-2
O=C(N/N=C\c1ccc(CNS(=O)(=O)c2ccccc2)o1)C(=O)Nc1ccc(F)cc1,-37,25,-4,4,3,14,-15,4,-2,-6
COc1ccc(OC)c(C2C(C(=O)c3ccc(C)o3)=C(O)C(=O)N2c2cc(C)on2)c1 (stereo not drawn),-7,-4,-5,1,-2,10,0,0,0,-4
Cn1c2c(c(=O)n(C)c1=O)C(c1ccc(Br)cc1)Nc1ccccc1O2 (stereo not drawn),-21,-5,-2,1,-2,-4,18,-3,0,-1
CCOC(=O)c1c(C)[nH]c(C(=O)COC(=O)CNC(=O)c2ccc(Cl)cc2Cl)c1C,-38,-13,3,-15,-2,-10,-32,1,-1,-1
CCc1cc2c(NCCO)ncnc2s1,-11,-5,-3,-12,2,-8,-1,-1,1,20
Cc1ccc(NC(=O)CSc2nnc(Cn3cnc4ccccc43)o2)cc1,2,3,-12,-8,x,-1,-43,-2,-1,2
COc1ccc(/C=C2\SC(=O)N(CCNC(=O)CN3C(=O)NC4(CCCC4)C3=O)C2=O)cc1,0,1,x,2,-4,-2,x,-1,x,0
